K1F lysis inhibition = inhibition of K1F phage lysis, E. coli UTI89, bacterial capsule biogenesis inhibitors, alamar blue (AID 488966) | E. coli UTI89 K1F phage lysis, alamar blue, 2 h; higher % means a stronger effect | one-dose inhibition, % at 100 µM; IC50 in µM for titrated hits | 0.02% of 340,000 active;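 active = phage lysis inhibition, versus mean bacterial control, above a set limit; inconclusive = no clear call, values can overlap the other calls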;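 note: capsule biogenesis inhibitors block K1F phage lysis so surviving cells raise fluorescence; higher fluorescence means more inhibition of phage lysis; actives were called in the ten point dose series up to 300 µM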
KOR beta-arrestin-1 = KOR agonists, beta-arrestin recruitment, primary screen, cell-based, luminescence, uHTS (AID 1777) | 0.02% of 280,000 active | KOR beta-arrestin recruitment, luminescence; higher % means a stronger effect | activation, % at 10 µM, or EC50 in µM where a hit was titrated; in the data active = activation above about 50%, passing the limit was not always enough; note: a part of the inactive calls stands beside numbers as strong as those of hits
KOR beta-arrestin-2 = KOR antagonists, beta-arrestin recruitment, cell-based, luminescence, uHTS (AID 1778). one-dose inhibition, % at 10 µM; IC50 in µM for titrated hits. KOR beta-arrestin recruitment, luminescence, antagonist mode; higher % means a stronger effect. 0.091% of 290,000 active; in the data active = inhibition above about 50%; note: strong numbers were not always called active
GPR35 arrestin U2OS = GPR35 antagonists blocking zaprinast-driven arrestin recruitment, primary screen, imaging, U2OS, beta-arrestin-GFP, zaprinast agonist (AID 2058). U2OS GPR35 beta-arrestin-GFP translocation imaging, zaprinast antagonism; higher % means a stronger effect. 0.052% of 290,000 active. one-dose inhibition, % at 10 µM; IC50 in µM for titrated hits;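 active = inhibition of at least 50% with at least 30 cells and total cytoplasm GFP at most 10,000,000; inconclusive = under 30 cells or total GFP of 10,000,000 plus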
NOD1 NF-kB reporter = inhibition of NOD1-driven NF-kB reporter – cell-based, luminescence, uHTS, primary screen (AID 1578); 1% of 290,000 active; NOD1-driven NF-kB luciferase reporter cells, luminescence; higher % means a stronger effect; one-dose inhibition, % at 4 µM; EC50 in µM for titrated hits; in the data active = inhibition mostly above about 36%, no sharp cut-off; inactive = mostly below about 34%;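 note: HEK-293T reporter cells stimulated with the NOD1 agonist gamma-tri-DAP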
GPR55 LPI antagonism = GPR55 antagonists blocking LPI-driven arrestin recruitment, primary screen, imaging, U2OS, beta-arrestin-GFP, LPI agonist (AID 2013); inhibition, % at 10 µM; hits with a dose series show IC50 in µM; 0.13% of 290,000 active; U2OS GPR55 beta-arrestin-GFP translocation imaging, LPI antagonism; higher % means a stronger effect;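 active = spots per cell inhibited over 60%, with over 100 cells counted and total cytoplasm intensity under 500,000; inconclusive = wells with under 100 cells, flagged as likely toxic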;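 note: U2OS cells stably carrying GPR55 and arrestin-GFP stimulated by 5 µM LPI near EC80; imaged beta-arrestin-GFP aggregate spots per cell after agonist stimulation; plate controls were LPI-stimulated DMSO wells for no effect and DMSO wells without LPI for full effect; some results filed as inactive read as strong as hits; confirmed hits need IC50 under 10 µM and bright autofluorescent wells are also inconclusive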
NTR1 agonist = NTR1-driven beta-arrestin-GFP spot formation – imaging, U2OS cells, high content, primary screen (AID 493036); agonist mode; activation, % at 20 µM; 0.17% of 330,000 active;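 active = activation at or above 40% of the spot to cytoplasm intensity ratio, with at least 20 cells analyzed; inconclusive = wells under 20 cells, flagged as cytotoxic or low count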;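 note: 0% = DMSO without peptide and 100% = 100 nM NTR1 peptide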
Target sequence (P30989 whole entry, looked up): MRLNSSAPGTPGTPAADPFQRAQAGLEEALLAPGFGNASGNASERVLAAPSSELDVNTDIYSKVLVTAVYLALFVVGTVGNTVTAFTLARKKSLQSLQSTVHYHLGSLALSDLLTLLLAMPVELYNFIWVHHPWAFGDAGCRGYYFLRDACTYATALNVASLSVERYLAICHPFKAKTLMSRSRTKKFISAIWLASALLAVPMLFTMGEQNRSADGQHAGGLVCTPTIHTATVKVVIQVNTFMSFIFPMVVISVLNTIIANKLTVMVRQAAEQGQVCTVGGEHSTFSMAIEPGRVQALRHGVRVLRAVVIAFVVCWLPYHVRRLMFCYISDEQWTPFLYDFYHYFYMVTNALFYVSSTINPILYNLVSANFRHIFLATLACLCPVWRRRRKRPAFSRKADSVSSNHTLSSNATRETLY
GPR55 activation = selective activators of receptor GPR55 – imaging, U2OS cells, beta-arrestin-GFP redistribution, primary screen (AID 1961); U2OS GPR55 beta-arrestin-GFP redistribution imaging; higher % means a stronger effect; 0.048% of 290,000 active; one-dose activation, % at 10 µM; EC50 in µM for titrated hits;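 active = activation above 40% with more than 50 cells counted in the well; inconclusive = wells holding fewer than 50 cells, flagged as toxic or sparse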;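 note: U2OS osteosarcoma cells stably expressing GPR55 and beta-arrestin-GFP; plate controls were DMSO negative control for no effect and LPI positive control for full effect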
MgcRacGAP inhibition = MgcRacGAP GTPase-activating activity inhibitors, confirmation, biochemical, ADP Hunter fluorescence; MgcRacGAP-stimulated Rac1 GTP hydrolysis, ADP Hunter fluorescence; higher % means a stronger effect; GST-tagged Rac1 F28L mutant substrate; inhibition, % at 30 µM, or IC50 in µM where a hit was titrated; 0.6% of 340,000 active; AID 624330;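 active = first-screen hits whose inhibition reached a set limit at any dose in the follow-up dose series; inconclusive = inhibition above the set first-screen limit but never retested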;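 note: fluorescence reports GDP produced by GAP-driven GTP hydrolysis; strong numbers were not always called active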
NTR1 agonist cell count 20 µM = recorded beside NTR1 agonist, whose call it bears; cell count; measured here: cell count, cytotoxicity flag
Starred values were filed as active, the others as inactive; ? = inconclusive; . = not tested or not shown; [ ] = remark or other dose. This is a subset; rates above refer to the full screens.

No.	Compound	K1F lysis inhibition	KOR beta-arrestin-1	KOR beta-arrestin-2	GPR35 arrestin U2OS	NOD1 NF-kB reporter	GPR55 LPI antagonism	NTR1 agonist	NTR1 agonist cell count 20 µM	GPR55 activation	MgcRacGAP inhibition
1	COc1ccccc1CNC(=S)NCCc1ccccc1	0.2%	6.9%	-8%	10%	3%	6%	0.2	83	1.0%	10%
2	CN(CC(=O)Nc1ccc(Br)cc1)Cc1ccccc1	-0.5%	-5.2%	-27%[20 µM]	-8%	-28%	3%	2.1	57	0.1%	3%
3	O=C(Nc1ccccc1Cl)ON=C1c2ccccc2-c2ccccc21	-4.0%	10%	-35%	25%	53%	-12%	-0.3	38	-0.1%	4%
4	CCC(C)(C)NC(=O)C(c1ccc(C)cc1)N(CCN1CCOCC1)C(=O)CNC(=O)c1cccs1 (stereo not drawn)	-0.5%	.	-24%[20 µM]	7%	-22%	-3%	1.1	49	0.3%	3%
5	O=[N+]([O-])c1c(Nc2ccc(O)cc2)cc(Cl)c2nonc12	0.7%	13%	104%*	72%*	1%	90%*	-3.9	70	4.6%	17%
6	O=C1c2ccccc2C(=O)N1CCCCSc1nc2ccccc2c(=O)n1CCCN1CCOCC1	1.6%	-0.9%	16%	-9%	1%	9%	4.5	38	-0.2%	4%
7	Cc1cccc(C)c1N(CC(=O)N1CCOCC1)S(C)(=O)=O	0.3%	-4.2%	7%	1%	-20%	4%	-1.5	59	0.3%	8%
8	COc1ccc(N=C2SC(C(=O)N3CCN(c4ccc([N+](=O)[O-])cc4)CC3)CC(=O)N2C)cc1 (stereo not drawn)	0.2%	0.8%	-35%[20 µM]	-12%	-5%	-6%	1.1	86	-0.1%	5%
9	COc1ccc(OC)c(S(=O)(=O)N2CCCCC2C(=O)N2CCN(c3ccccn3)CC2)c1 (stereo not drawn)	-0.1%	0.2%	32%	-16%	-22%	2%	-0.6	68	-0.1%	5%
10	O=C(CN1CCN(Cc2ccc(F)cc2Cl)CC1)NCc1ccccc1	?	-3.8%	-27%[20 µM]	-11%	11%	1%	3.4	57	-0.4%	1%
11	CC(=O)Nc1ccc(S(=O)(=O)N(c2cccnc2)S(=O)(=O)c2ccc(NC(C)=O)cc2)cc1	-0.4%	5.1%	31%	9%	-27%	2%	-0.4	87	-0.3%	-1%
12	Cc1nc(SCC(=O)Nc2cc(C)on2)c2c3c(sc2n1)CCCC3	1.9%	-1.7%	-33%	15%	-26%	-8%	2.4	31	-0.1%	7%
13	N#Cc1c(Nc2ccccc2)c(C=NCCN2CCOCC2)c[nH]c1=O	4.3%[50 µM]	3.0%	-22%	-3%	6%	-11%	-0.5	61	0.2%	9%
14	O=C(NCc1ccc(F)cc1)C(c1ccccc1)N(CC1CCCO1)C(=O)Cn1nnc2ccccc21 (stereo not drawn)	0.5%	-0.4%	-20%	2%	-26%	-1%	-2.6	90	0.3%	3%
15	COc1ccc(N(CC(=O)Nc2cc(C)ccc2C)S(=O)(=O)c2ccccc2[N+](=O)[O-])c(OC)c1	1.9%	.	-33%[20 µM]	1%	14%	-10%	0.0	93	0.2%	0%

Carrying on:
No.	Compound	K1F lysis inhibition	KOR beta-arrestin-1	KOR beta-arrestin-2	GPR35 arrestin U2OS	NOD1 NF-kB reporter	GPR55 LPI antagonism	NTR1 agonist	NTR1 agonist cell count 20 µM	GPR55 activation	MgcRacGAP inhibition
16	CCOC(=O)c1c(C)[nH]c(N=Nc2ccccc2Cl)c1C	-0.1%	2.1%	-31%	-3%	-8%	-8%	12	53	0.0%	8%
17	O=C1C2C(C(=O)N1c1ccncc1)C1C=CC2C12CC2 (stereo not drawn)	0.4%	2.4%	7%	6%	-16%	2%	4.5	33	-0.2%	12%
18	COc1ccc(C(C#N)=C2C=CC(=NO)C=C2)cc1	2.7%	0.9%	6%	-8%	-8%	4%	2.7	46	1.1%	93µM*
19	CCn1c(O)c(C#N)c(C)cc1=O	-1.8%	-7.0%	4%	-6%	-4%	6%	1.0	45	0.2%	8%
20	CC1=C(C)C(=O)C(CCCCC#CCCCC#CCO)=C(C)C1=O	-4.2%	0.7%	-6%	-7%	-7%	-12%	1.6	56	-0.1%	-2%
21	Cc1ccc(S(=O)(=O)N2CCC(C(=O)Nc3ccccc3N3CCCCC3)CC2)cc1	5.4%	-8.5%	-34%	-8%	-28%	27%	1.0	44	-0.2%	2%
22	Cc1ccc(C)c(NC(=S)N2CCN(CCO)CC2)c1	-0.5%	-2.3%	6%	-11%	-30%	6%	0.2	69	-0.1%	0%
23	CCn1ccnc1CNC(=O)CC1C(=O)NCCN1Cc1ccccc1F (stereo not drawn)	0.2%	.	-28%[20 µM]	-1%	-32%	10%	0.0	59	-0.1%	16%
24	COc1ccccc1NC(=O)N1CCCC(CNC(=O)c2ccccc2Cl)C1 (stereo not drawn)	-6.9%	0.7%	23%	-4%	-25%	8%	0.1	50	-0.2%	4%
25	N#C/C(=C/c1ccncc1)c1nc2ccccc2s1	3.5%	.	25%[20 µM]	4%	-22%	-7%	-2.2	75	-0.1%	5%
26	Cc1ccc(NC(=O)OCc2cc(-c3ccccc3)on2)cc1	-0.8%	0.4%	-42%[20 µM]	3%	-27%	2%	2.1	55	-0.1%	-4%
27	N#C/C(=C/c1ccc(-c2ccccc2[N+](=O)[O-])o1)C(N)=O	-0.1%	-3.3%	-4%	6%	-12%	1%	4.9	36	0.0%	6%
28	O=C1/C(=C/c2cccnc2)Sc2ccccc21	-0.8%	-1.4%	-27%	13%	-6%	-23%	19	37	-0.1%	13%
29	O=C(CCCCCN1C(=O)c2ccccc2C1=O)NC1CCCC1	0.0%	-2.4%	-16%	-13%	-4%	-1%	-0.6	34	0.0%	14%
30	Nc1nc(NCCOCCO)nc(Nc2cccc(F)c2)c1[N+](=O)[O-]	2.3%[50 µM]	-5.3%	-8%	-9%	-2%	9%	1.2	100	0.0%	8%

(listing goes on)
No.	Compound	K1F lysis inhibition	KOR beta-arrestin-1	KOR beta-arrestin-2	GPR35 arrestin U2OS	NOD1 NF-kB reporter	GPR55 LPI antagonism	NTR1 agonist	NTR1 agonist cell count 20 µM	GPR55 activation	MgcRacGAP inhibition
31	Cc1cccc2cc(CN(C(=O)c3cccc([N+](=O)[O-])c3)C(C)C)c(=O)[nH]c12	-0.1%	0.3%	.	15%	2%	6%	-0.2	58	-0.1%	2%
32	COc1ccc(/C=C2\CCC/C(=C\C=N\N(C)C)C2=O)cc1	0.0%	1.3%	-11%	-3%	-32%	1%	21	40	0.0%	4%
33	Cc1ccc(NC(=S)NNC(=O)CSc2nnc(-c3ccc(Cl)cc3)n2C2CCCCC2)cc1	11%	0.8%	-14%	0%	0%	12%	1.1	61	-0.2%	0%
34	CC(C)(C)NC(=O)NC(=O)COC(=O)C1(C)CC1(Cl)Cl (stereo not drawn)	0.0%	-2.2%	-53%[20 µM]	-11%	1%	3%	2.0	72	0.3%	8%
35	CC(C)C12CN3CC(C(C)C)(CN(C1)C3(C)C)C2=O	-0.4%	.	-18%[20 µM]	4%	18%	15%	0.4	21	-0.1%	4%
36	O=C(c1csc2ccccc12)n1cccn1	2.9%	-0.6%	-37%	4%	12%	-12%	-1.1	84	-0.2%	0%
37	Cc1ccc(-c2nc(Nc3ccc(N4CCOCC4)cc3)c3ccccc3n2)cc1	.	4.4%	-52%	4%	0%	13%	32	66	-0.1%	.
38	COC(=O)C1=C(C)OC(N)=C(C#N)C1c1c(C)nn(C)c1C (stereo not drawn)	0.0%	8.6%	11%	3%	13%	9%	3.4	64	-0.4%	7%
39	COc1ccc(C(C)NC(=S)NC2CCCCC2)cc1OC (stereo not drawn)	1.9%[50 µM]	-1.6%	-4%	2%	-19%	-5%	-0.9	63	0.3%	5%
40	Cc1cc(N2CCN(c3ncccn3)CC2)nc2c(C)cccc12	-0.1%	-4.1%	-5%	-1%	-7%	-10%	14	71	0.0%	.
41	COC(=O)c1ccccc1OCC(=O)N1CCN(c2ccc(OC)cc2)CC1	-0.1%	-4.8%	20%	11%	0%	0%	-0.1	80	-0.1%	16%
42	COc1ccc(S(N)(=O)=O)cc1N(C)S(=O)(=O)c1ccccc1	-0.1%	0.0%	-4%	5%	-21%	-7%	-1.2	93	0.0%	-1%
43	Cc1ccc(NC(=S)NCCc2ccc(Cl)cc2)c(C)c1	0.0%	-1.6%	-10%[20 µM]	-2%	-31%	-12%	2.9	66	-0.4%	-1%
44	C=C(c1ccc(OCCO)cc1)c1ccc(OCCO)cc1	-0.1%	4.5%	-10%	8%	-17%	9%	0.1	53	0.1%	7%
45	COc1cccc(C2C3=C(N=c4s/c(=C\c5ccc(OCC(=O)O)cc5)c(=O)n42)c2ccccc2CC3)c1 (stereo not drawn)	.	0.4%	-20%	-1%	4%	-7%	3.8	61	-0.3%	.

Next part:
No.	Compound	K1F lysis inhibition	KOR beta-arrestin-1	KOR beta-arrestin-2	GPR35 arrestin U2OS	NOD1 NF-kB reporter	GPR55 LPI antagonism	NTR1 agonist	NTR1 agonist cell count 20 µM	GPR55 activation	MgcRacGAP inhibition
46	COc1ccc(NC(=O)c2ccc3ccccc3n2)cc1S(=O)(=O)Nc1ccccc1Cl	-0.1%	0.4%	-21%	0%	-2%	19%	-0.1	69	0.6%	7%
47	O=C(N/N=C/c1cn(CC(=O)N2CCOCC2)c2ccccc12)c1cccnc1	0.1%	-0.7%	-8%	0%	7%	-1%	-1.4	49	-0.1%	7%
48	CCNC(=S)N(CCc1ccc(S(N)(=O)=O)cc1)C1CC(=O)N(c2ccccc2)C1=O (stereo not drawn)	0.1%	0.9%	-34%[20 µM]	-3%	-32%	-7%	-0.2	29	0.3%	-5%
49	CCOc1ccc(C(F)(F)F)cc1NC(=O)COc1ccc(C(F)(F)F)cc1[N+](=O)[O-]	0.0%	-3.8%	42%	-4%	-17%	4%	0.8	83	0.0%	0%
50	CCSc1nc2c(c(=O)[nH]1)C(c1ccccn1)C1=C(CC(C)(C)CC1=O)N2 (stereo not drawn)	0.1%	0.6%	17%	-6%	16%	-9%	-2.3	77	-0.1%	7%

High-throughput results (PubChem BioAssay)
